High-throughput results from PubChem.
NALP3 yeast inh = NALP3 inflammasome inhibitors in reconstituted yeast, primary screen, luminescence, uHTS; Yeast reconstituted NLRP3/ASC/caspase-1, beta-gal luminescence, 24 h; inhibition, % at 10 µM; 330,000 tested, 0.39% active; AID 2825, 2010;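 active = inhibition of 50% or more; inactive = inhibition below 50%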;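 also: plate controls were induced DMSO wells for no effect and uninduced yeast grown without galactose for full effect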
CHOP UPR activ = activators of apoptotic CHOP UPR arm, primary screen, cell-based, CHO-CHOP luciferase reporter, luminescence, uHTS. UPR activation; percent of tunicamycin response over DMSO baseline. activation, % at 10 µM. 330,000 tested, 0.34% active;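 active = at 10 µM dose, activation of 40% or more, normalized to positive control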;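 also: 100% = tunicamycin at 10 µg/mL and 0% = DMSO alone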
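Assay system: CHO-CHOP cells, stable luciferase reporter of PERK-eIF2a-CHOP signalling / Buffer or medium: F12 plus 10% serum / Compound dosing: one dose, 10 µM in 0.5% DMSO / Times: 6 h compound treatment, 37 °C / Technique: luciferase luminescence / Read-out: % reporter activation, DMSO baseline versus tunicamycin full activation / Benchmarks: tunicamycin and DMSO controls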
GRIN3A LBD mod = binders of NR3A ligand-binding domain, primary screen, biophysical, differential scanning fluorimetry, uHTS | Tm shift relative to glycine control, % at 25 µM | AID 1259313, 2017 | 340,000 tested, 2.5% active | NR3A LBD differential scanning fluorimetry, Tm shift; 0% = protein alone, 100% = glycine-bound protein | Glutamate receptor ionotropic, NMDA 3A (GRIN3A) ligand-binding domain;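 active = melting temperature shift of at least 10% of the positive control shift, at one fixed dose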
tim10-1 inh = growth inhibitors of tim10-1 mutant yeast, primary screen, luminescence, uHTS | 330,000 tested, 2.2% active | inhibition, % at 20 µM | S. cerevisiae tim10-1 ts strain growth, BacTiter-Glo, 24 h;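 active = inhibition of at least 40%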;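 also: mutant grown at 25 °C; 0% = DMSO wells with yeast and 100% = wells holding no yeast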
APJ ag = agonists of human apelin receptor APJ, primary screen, CHO-K1 cells, PathHunter beta-arrestin, luminescence; 330,000 tested, 0.11% active; 0% DMSO wells, 100% apelin; activation, % at 20 µM; P35414;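 active = activation more than six SD over the plate average, tested at 20 µM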;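 also: 0% = DMSO alone and 100% = apelin-13 at 10 nM; some results filed as inactive read as strong as hits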
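assay system = CHO-K1 APJ beta-arrestin complementation cell line | input = cell density 1000 per well | dosing = compound 20 µM once, DMSO 1% | timing = compound 90 min 25 °C, reagent 1 h | measured by = luminescence from split beta-galactosidase complementation, Galacton Star/Emerald II substrate | read-out basis = APJ agonist activity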
Mdm2-MdmX inh = inhibitors of human Mdm2-MdmX association, primary screen, cell-based, luminescence, split luciferase, SaOS-2, uHTS; SaOS-2 split-luciferase Mdm2/MdmX complementation; inhibition, % at 8 µM; 330,000 tested, 3% active; AID 485346, 2010;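 active = inhibition of at least 50% at 8 µM in the primary screen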
Target sequence (O15151 whole entry, looked up): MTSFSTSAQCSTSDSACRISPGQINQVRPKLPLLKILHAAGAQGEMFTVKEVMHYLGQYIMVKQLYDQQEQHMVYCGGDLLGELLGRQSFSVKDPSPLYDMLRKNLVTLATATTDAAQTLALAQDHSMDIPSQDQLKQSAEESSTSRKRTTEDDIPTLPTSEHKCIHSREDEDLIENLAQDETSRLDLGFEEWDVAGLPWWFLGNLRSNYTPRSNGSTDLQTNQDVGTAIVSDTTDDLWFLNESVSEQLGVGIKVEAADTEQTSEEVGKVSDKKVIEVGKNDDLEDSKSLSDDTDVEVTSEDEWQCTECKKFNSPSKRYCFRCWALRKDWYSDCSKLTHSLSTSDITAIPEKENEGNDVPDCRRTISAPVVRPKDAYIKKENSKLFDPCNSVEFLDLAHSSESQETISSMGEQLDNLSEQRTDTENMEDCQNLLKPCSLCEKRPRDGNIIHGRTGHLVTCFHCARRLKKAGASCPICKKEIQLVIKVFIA
Target sequence (Q00987 whole entry, looked up): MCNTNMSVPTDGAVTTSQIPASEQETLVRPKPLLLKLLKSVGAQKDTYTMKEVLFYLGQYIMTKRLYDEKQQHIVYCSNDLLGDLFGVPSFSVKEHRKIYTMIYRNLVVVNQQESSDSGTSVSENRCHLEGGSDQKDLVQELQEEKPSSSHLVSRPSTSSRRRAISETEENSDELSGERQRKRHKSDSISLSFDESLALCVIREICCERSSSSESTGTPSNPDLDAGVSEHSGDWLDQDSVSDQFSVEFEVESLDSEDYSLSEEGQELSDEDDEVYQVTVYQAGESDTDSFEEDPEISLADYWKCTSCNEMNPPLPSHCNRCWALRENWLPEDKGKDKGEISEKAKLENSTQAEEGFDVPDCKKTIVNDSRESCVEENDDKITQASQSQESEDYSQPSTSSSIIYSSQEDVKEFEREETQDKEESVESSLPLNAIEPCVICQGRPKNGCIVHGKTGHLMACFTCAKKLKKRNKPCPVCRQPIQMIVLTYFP
XBP1 UPR activ = activators of adaptive XBP1 UPR arm, primary screen, cell-based, CHO-XBP1 luciferase reporter, luminescence, uHTS | IRE1-XBP1 UPR activation; percent of tunicamycin response, DMSO as zero | activation, % at 20 µM | 330,000 tested, 0.33% active;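 active = versus positive control, 20 µM dose yields 30% or more activation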;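 also: 100% = tunicamycin at 10 µg/mL and 0% = DMSO only wells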
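incubation = overnight seeding at 37 °C, 6 h compound treatment at 37 °C | assay system = CHO-XBP1 cells stably carrying IRE1-XBP1-driven luciferase reporter | input = 1000 cells per well | detection = luciferase luminescence | dosing = single point, 20 µM final compound, 1% DMSO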
TIM10 inh = growth inhibitors of isogenic TIM10 control yeast, primary screen, counter-screen for tim10-1 yeast inhibitor project, luminescence, uHTS. S. cerevisiae TIM10 strain growth, BacTiter-Glo luminescence, 24 h. inhibition, % at 10 µM. 330,000 tested, 1.4% active;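 active = inhibition of 40% or more at the single tested concentration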;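 also: wild-type TIM10 isogenic control strain grown at permissive 25 °C; 0% = DMSO yeast wells and 100% = minimal medium wells without yeast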
tim23-1 inh = growth inhibitors of tim23-1 mutant yeast, primary screen, luminescence, uHTS. S. cerevisiae tim23-1 growth, BacTiter-Glo luminescence, 24 h. inhibition, % at 20 µM. 330,000 tested, 1.3% active;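 active = growth inhibition of the mutant yeast at or above 50%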;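 also: temperature-sensitive mutant grown at 25 °C; plate controls were DMSO-treated mutant yeast for no effect and medium wells lacking yeast for full effect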
An asterisk follows results filed as active.

SMILES	NALP3 yeast inh	CHOP UPR activ	GRIN3A LBD mod	tim10-1 inh	APJ ag	Mdm2-MdmX inh	XBP1 UPR activ	TIM10 inh	tim23-1 inh
CCn1cc(/C=N\NC(=O)c2csc3ccccc23)c(C)n1	10.5	2.7	-20.8	19.0	2.7	23.9	1.4	3.8	13.8
NC(=O)CSc1nccn1Cc1ccc(Cl)cc1	3.2	2.2	1.0	12.5	0.5	-15.3	-1.7	6.3	5.1
COC(=O)Cn1nc(-c2ccc(C)cc2)c2ccccc2c1=O	10.6	0.9	-1.6	18.0	-2.9	10.2	8.4	19.1	35.9
O=C(COC(=O)c1ccc(Br)o1)NCCc1ccccc1	11.4	-1.3	-1.2	19.5	-1.2	-20.7	-4.2	14.4	14.4
COc1cc(OC)cc(-c2nc3ccccc3c(=O)o2)c1	17.0	-0.5	-0.2	6.4	-2.1	13.5	6.2	0.7	2.0
O=C1C(C2=NC(c3ccccn3)C3C(=O)N(c4ccccc4)C(=O)C23)=C(O)c2ccccc21 (stereo not drawn)	-0.8	-0.2	0.8	-5.6	-1.0	8.2	0.2	-11.0	-10.2
CN(C)/C=N/c1sccc1C(N)=O	21.2	-2.3	0.0	15.0	-2.1	-11.6	-2.3	-10.2	2.3
Cc1ccc(OCC(=O)Nc2ccc(F)cc2)c([N+](=O)[O-])n1	32.2	3.7	-0.1	3.1	-1.0	-62.0	3.5	15.1	12.6
COC(=O)c1cc(S(=O)(=O)N2CCCCCC2)cn1C	20.5	-0.9	-0.1	14.3	-1.1	7.4	1.1	0.8	9.8
CC(C)(C)OC(=O)C[C@@H]1C/C=C\C[C@@H](CC(=O)NCCO)C(=O)NC[C@H](c2ccccc2)OC1=O	9.1	1.8	-1.2	-15.2	-2.7	0.5	-0.8	4.6	1.1
CC/C(=N\Nc1ccccc1[N+](=O)[O-])c1ccc(O)cc1	40.7	2.4	5.0	56.8*	-6.9	19.1	-0.5	39.7	38.1
CC(=O)O[C@H]1CC(C)(C)C(=C=C/C(C)=C/C=C/C(C)=C/C=C/C=C(C)/C=C/C=C(\C)C(=O)C[C@@]23O[C@]2(C)C[C@@H](O)CC3(C)C)[C@](C)(O)C1	8.2	1.4	-3.9	18.4	3.7	29.5	1.3	8.1	17.9
CC(NC(=O)/C=C/c1ccco1)c1nc2ccccc2n1Cc1cccc(Cl)c1 (stereo not drawn)	2.6	3.8	-1.3	15.7	-3.8	1.2	1.1	15.5	42.5
Cc1ccc(NC(=O)[C@H](NC(=O)[C@@H]2Cc3ccccc3CN2)c2ccccc2)cc1C	1.4	1.4	-0.7	-0.5	-6.9	4.2	-8.6	-5.2	5.8
CC(C)(C)c1ccc(OCc2cnc(Cl)s2)cc1	28.5	2.5	-3.4	-9.2	-3.1	11.2	7.3	-6.4	-0.2
COc1cccc(C2N(c3ccc(Cl)c(Cl)c3)C(=O)C3CCCN32)c1OC (stereo not drawn)	3.6	4.2	3.0	12.4	-4.6	-3.0	0.1	6.3	8.2
O=C(Nc1ccccn1)c1ccc(S(=O)(=O)N2CCCCCC2)cc1	12.6	1.9	0.3	17.2	-4.1	-32.5	-2.6	1.9	20.3
O=C(C1CC1)N1CCN(C(c2ccccc2)c2ccccc2)CC1	14.9	-1.4	-0.6	18.7	-4.4	21.3	-1.9	9.0	19.4
O=c1[nH]c(=O)n([C@H]2C[C@H](O)[C@@H](CO)O2)cc1Br	-2.9	3.2	-1.4	4.7	3.4	-33.4	2.5	2.8	9.9
Nc1cc(=O)[nH]c(SCC(=O)Nc2ccc(Oc3ccccc3)cc2)n1	-0.7	2.1	-5.2	-1.0	-2.5	22.4	-0.9	3.6	4.1
CCC(=O)N1C(C(=O)N2CCCC2)CSC1c1ccc(OC)cc1 (stereo not drawn)	3.3	2.6	-2.5	-7.1	1.2	-8.0	-3.9	10.7	3.3
Cc1cc(C)c(S(=O)(=O)Nc2nccs2)c(C)c1	27.1	1.0	1.4	9.2	-4.0	5.3	-3.1	-10.9	6.1
Cc1csc(NC(=O)c2cc(-c3ccncc3)nc3ccccc23)n1	7.8	18.7	0.2	2.5	3.3	-13.1	0.3	6.2	19.1
Cc1ccc(NC(=O)CN(C)C(=O)Cc2ccc(Cl)c(Cl)c2)cc1	1.6	2.5	-11.8	-3.2	-2.0	0.8	0.6	5.3	9.7
S=C(NCc1ccco1)Nc1ccc(Cl)cc1	13.4	2.3	-2.2	5.1	-1.4	5.9	-0.3	-5.4	14.2
Nc1cc(-c2ccc(Br)cc2)nn1S(=O)(=O)c1ccccc1	-9.3	1.2	-5.6	-13.4	-1.9	44.5	11.0	-15.1	-7.5
NS(=O)(=O)c1ccc(CCNC(=O)COC(=O)COc2cccc(C(F)(F)F)c2)cc1	11.6	0.4	5.6	-4.9	-3.1	9.7	-2.5	5.5	-5.8
O=C(Nc1ccc(SC(F)(F)F)cc1)c1ccccn1	49.5	-1.5	2.3	12.9	-1.6	-212.7	-5.1	1.4	20.6
CCOC(=O)c1ccc(N2N=C(C)/C(=C/C=C/c3ccco3)C2=O)cc1	2.7	0.9	-1.2	17.0	-5.9	-1.1	-4.0	11.2	10.8
N/C(=N\OC(=O)C1CCCCC1)c1cccnc1	-13.5	0.9	1.6	33.5	-2.6	27.4	0.8	-2.1	23.1
Cc1ccc(NC(=O)Cc2nc(COC(=O)C(C)NS(=O)(=O)c3ccc(C)cc3)cs2)cc1 (stereo not drawn)	4.6	-0.6	-1.7	15.7	-0.3	15.3	-0.4	3.0	0.4
CSc1ccccc1NC(=O)CN(C)CC(=O)Nc1ccc(Cl)cc1[N+](=O)[O-]	14.1	-0.4	2.5	-9.0	5.2	1.1	-1.7	-15.6	-11.8
COc1cc(SC)ccc1C(=O)Nc1ccc2c(c1)OCCO2	30.7	2.6	14.2*	27.1	0.1	-86.4	-3.2	-3.2	50.6*
COC(C[C@@H](O)CC(=O)[C@@H](C)OCc1ccccc1)OC	8.5	-0.2	1.3	3.3	5.7	-17.9	-2.2	-2.5	-11.1
CN(C)c1nc(Oc2ccc(OCCOc3ccccc3)nn2)nc(N(C)C)n1	6.9	-0.5	-0.1	17.9	-1.9	26.7	-0.2	14.9	22.3
Cc1ccc(NC(=O)C2CCN(S(=O)(=O)c3ccc4c(c3)NC(=O)C(C)S4)CC2)c(C)c1 (stereo not drawn)	8.1	2.6	-2.6	21.0	-3.5	33.4	-9.9	6.3	12.8
COc1ccccc1C(CNC(=O)COc1ccccc1C)N1CCCC1 (stereo not drawn)	29.3	1.7	3.3	-1.8	-2.6	-9.6	-2.4	-6.7	-2.2
Cc1ccc(C)c(OCCn2ccnc2)c1	11.5	0.8	0.2	-32.4	-0.6	11.4	0.6	-16.7	-15.2
CC(=O)Nc1ccc(S(=O)(=O)N2CCN3CCCC3C2)cc1 (stereo not drawn)	20.3	0.8	-1.0	-23.8	-2.2	3.8	-1.8	-9.9	-4.5
OCC(CO)(CO)NCc1ccc(-c2ccccc2)cc1	-3.5	-0.5	0.4	-16.2	-3.0	13.0	-3.3	-6.3	2.9

The final 2 compounds of the part above lead into the next:
SMILES	NALP3 yeast inh	CHOP UPR activ	GRIN3A LBD mod	tim10-1 inh	APJ ag	Mdm2-MdmX inh	XBP1 UPR activ	TIM10 inh	tim23-1 inh
CC(=O)Nc1ccc(S(=O)(=O)N2CCN3CCCC3C2)cc1 (stereo not drawn)	20.3	0.8	-1.0	-23.8	-2.2	3.8	-1.8	-9.9	-4.5
OCC(CO)(CO)NCc1ccc(-c2ccccc2)cc1	-3.5	-0.5	0.4	-16.2	-3.0	13.0	-3.3	-6.3	2.9
COc1ccc(CSCC(=O)N/N=C/c2ccccc2OCc2ccccc2)cc1	7.6	0.3	-3.9	21.3	-6.7	5.1	-4.0	15.1	26.9
CCN(CC)C(=O)Nc1ccccc1C	6.6	-1.2	1.2	3.1	-4.0	-1.1	2.2	1.8	9.2
COCCN(C(=S)Nc1c(C)cccc1C)C(C)c1cccnc1 (stereo not drawn)	5.1	-1.4	-4.1	10.4	-3.6	11.3	-2.8	-4.4	5.9
COC(CNC(=O)c1ccc2c(c1)ncn2-c1cccc(F)c1)OC	12.1	-0.9	-0.4	-5.0	-2.6	-9.4	-2.3	-11.0	2.2
Cc1cc(C(=O)N/N=C/c2ccc(N(C)C)cc2)c2ccccc2n1	6.4	0.2	-3.3	-1.6	-3.0	36.0	-2.1	14.3	-2.0
NC(=O)CSc1nnc(COc2ccccc2)n1CCc1ccccc1	3.3	-1.4	-1.1	18.1	-5.3	13.5	2.6	-7.6	-3.6
Cc1cccc(NC(=O)c2ccc3c(c2)C(=O)N(c2ccccc2C)C3=O)n1	17.2	2.4	0.5	17.1	-3.5	1.4	0.3	7.5	16.1
On1c(-c2ccccc2Cl)nc2ncccc21	17.8	0.8	2.3	-6.1	-0.2	-10.0	0.4	-5.6	-1.2
COc1cccc(NS(=O)(=O)c2ccc(OC)c(OC)c2)c1	-4.8	-1.5	1.2	4.3	-2.9	21.3	-0.3	4.6	3.3
CN(C)CCn1c(=O)n(Cc2ccccc2)c(=O)c2c3c(sc21)CCCCC3	21.2	0.1	-0.3	34.8	-3.0	-3.3	-3.2	16.7	19.1

Some of these compounds in order of their number in Mdm2-MdmX inh, smallest number first:
structure | Mdm2-MdmX inh
CN(C)CCn1c(=O)n(Cc2ccccc2)c(=O)c2c3c(sc21)CCCCC3 | -3.3
CCN(CC)C(=O)Nc1ccccc1C | -1.1
Cc1cccc(NC(=O)c2ccc3c(c2)C(=O)N(c2ccccc2C)C3=O)n1 | 1.4
COCCN(C(=S)Nc1c(C)cccc1C)C(C)c1cccnc1 (stereo not drawn) | 11.3
NC(=O)CSc1nnc(COc2ccccc2)n1CCc1ccccc1 | 13.5

The list goes on.
SMILES	NALP3 yeast inh	CHOP UPR activ	GRIN3A LBD mod	tim10-1 inh	APJ ag	Mdm2-MdmX inh	XBP1 UPR activ	TIM10 inh	tim23-1 inh
COc1cccc(-c2nc(NC(C)(C)C)c3ccccc3n2)c1O	18.1	1.2	-5.9	19.0	1.8	47.5	6.4	20.1	30.9
O=C(COC(=O)C1CCN(S(=O)(=O)c2ccc(Cl)c(C(F)(F)F)c2)CC1)NCc1ccco1	17.7	0.9	1.1	10.3	-5.1	16.9	1.1	-6.4	-3.7
CCCn1c2ccccc2c2nnc(SCc3[nH]c(=O)[nH]c3C(=O)CCCCC(=O)OCC)nc21	8.9	2.2	-0.3	8.6	0.2	-14.5	-0.1	6.5	6.7
Nc1ncnc(Nc2ccccc2Cl)n1	-4.6	3.1	1.2	-13.9	2.0	-8.4	0.6	8.6	-15.2

Compounds were not picked by outcome (roughly 8.2% active in at least one column).
